Screens as filed in PubChem.
STEP block: blocks human striatal-enriched tyrosine phosphatase; P54829; recombinant STEP, OMFP fluorogenic substrate, fluorescence; inhibition, % at 20 µM; 0.25% of 360,000 active; AID 588621;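 active = inhibition at 20 µM, scaled per plate between control wells, above about 37%, limit read from the data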;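 also: 0% = DMSO with enzyme and substrate and 100% = substrate only without enzyme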
Target sequence (P54829 whole entry, looked up): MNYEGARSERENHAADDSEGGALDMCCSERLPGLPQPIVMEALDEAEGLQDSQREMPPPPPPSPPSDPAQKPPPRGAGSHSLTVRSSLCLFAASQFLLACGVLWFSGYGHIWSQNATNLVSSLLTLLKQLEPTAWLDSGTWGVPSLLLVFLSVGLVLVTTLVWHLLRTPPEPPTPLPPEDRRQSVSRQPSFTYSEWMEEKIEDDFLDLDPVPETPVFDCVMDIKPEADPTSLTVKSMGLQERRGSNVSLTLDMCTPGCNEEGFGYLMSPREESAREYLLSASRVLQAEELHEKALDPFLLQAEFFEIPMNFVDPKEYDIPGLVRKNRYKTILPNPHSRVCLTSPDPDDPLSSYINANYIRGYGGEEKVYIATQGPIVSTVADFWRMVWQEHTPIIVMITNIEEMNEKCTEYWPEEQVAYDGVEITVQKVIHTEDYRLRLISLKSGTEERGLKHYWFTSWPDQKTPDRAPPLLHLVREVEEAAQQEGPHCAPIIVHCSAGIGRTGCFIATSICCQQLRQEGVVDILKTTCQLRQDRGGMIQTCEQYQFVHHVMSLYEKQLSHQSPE
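Material: STEP (striatal-enriched tyrosine phosphatase) enzyme, cell-free; Compound dosing: 20 µM single dose in 1% DMSO; Technique: fluorescence read at 480 nm ex / 540 nm em; Times: reaction 20 min, ambient temperature; Medium: 50 mM Bis-Tris pH 6.0 with 2.5 mM DTT and 0.005% Tween 20; Also added: OMFP at 25 µM.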
Scp-1 inhibitor: inhibitors of human Scp-1 phosphatase. inhibition, % at 20 µM. 0.88% of 340,000 active. Recombinant Scp1, phosphopeptide, malachite green phosphate absorbance;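 active = inhibition above about 50% at 20 µM, limit read from the data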;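 also: plate controls were DMSO wells with enzyme for no effect and wells lacking enzyme for full effect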
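Material: truncated SCP-1 phosphatase (76-261aa) / Buffer or medium: 50 mM Tris acetate pH 5.5, 0.005% Tween-20, 10 mM MgCl2 / Compound dosing: one concentration, 20 µM, with 1.0% DMSO / Incubation: 45 min room-temperature reaction, 5 min colour, 30 min stabiliser / Detection: colorimetric free-phosphate detection, absorbance 630 nm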
CSN deneddyl inh: blocks human CSN-mediated cullin deneddylation | Q92905 | Purified CSN, SCF-Nedd8-OG deneddylation, fluorescence polarization | inhibition, % at 12.5 µM | 0.38% of 360,000 active;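 active = pattern-corrected inhibition above about 35%, with an unprinted fluorescence ratio check between 0.5 and 1.5, limit read from the data, passing the limit was not always enough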;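 also: 0% = enzyme with substrate and 100% = substrate without enzyme; some results filed as inactive read as strong as hits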
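Assay system: purified human Csn5 enzyme expressed in HEK293T cells; measure: % inhibition; also added: SCFSkp2-Nedd8OG substrate at 10 nM final; technique: fluorescence polarization; times: reaction 90 min, room temperature; medium: Tris buffer pH 7.5, NaCl, DTT, Tween-20, trehalose, ovalbumin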
TbMetRS inhib: blocks T. brucei methionyl-tRNA synthetase activity; 0.4% of 360,000 active; purified T. brucei MetRS, ATP depletion, Kinase-Glo luminescence; inhibition, % at 11.9 µM; AID 624268;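 active = inhibition above a per-plate cutoff of the control wells' mean inhibition plus 3 SD, cut at about 5.5% in these data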;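 also: 0% = DMSO wells median and 100% = median of wells with control inhibitor compound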
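Material – parasite MetRS enzyme · Medium – HEPES-MgCl2-KCl buffer plus DTT, spermine, BSA, pyrophosphatase · Reagent – ATP, methionine and E. coli bulk tRNA substrates · Times – 15 min enzyme-compound preincubation, 2 h reaction, 10 min detection, 25 °C · Measured by – luminescence of leftover ATP · Evaluation – percent inhibition relative to median high and low control wells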
SUMO1 PPI mod: modulators of human SUMO1-mediated protein-protein interactions | P63165 | SUMO1 binding to a labelled peptide, TR-FRET, 1 h | inhibition, % at 20 µM | 0.33% of 360,000 active; in the data active = inhibition above about 37%
Target sequence (P63165 whole entry, looked up): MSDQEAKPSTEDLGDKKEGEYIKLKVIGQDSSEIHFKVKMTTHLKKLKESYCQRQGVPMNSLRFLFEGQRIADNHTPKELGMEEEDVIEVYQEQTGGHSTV
LMPTP block: blocks human LMPTP phosphatase. inhibition, % at 20 µM. 0.22% of 360,000 active. P24666. recombinant LMPTP-A, OMFP fluorogenic substrate, fluorescence intensity;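 active = compounds that cut the enzyme signal by at least half of the control window in the single-dose screen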;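 also: plate controls were DMSO wells with enzyme plus substrate for no effect and substrate without enzyme for full effect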
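Test system: LMPTP-A phosphatase enzyme; input: 0.625 nM LMPTP-A final; reagent: OMFP substrate, 400 µM final; compound dosing: 20 µM single dose, 3% DMSO; incubation: 50 min dark incubation at room temperature; measured by: endpoint fluorescence intensity from OMFP dephosphorylation; measure: % inhibition relative to no-enzyme and uninhibited control wells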
NadD block: blocks S. aureus nicotinate mononucleotide adenylyltransferase; AID 602399; 0.78% of 360,000 active; purified NadD enzyme, colorimetric absorbance read-out; inhibition, % at 20 µM; in the data active = inhibition above about 26%; also: some compounds past the cut are filed as inactive
Rpn11 inh: blocks the human proteasome subunit Rpn11; calls only at 20 µM; 0.59% of 360,000 active; human 26S proteasome, Ub4-pepOG fluorescence polarization; 20S core pre-blocked with epoxomicin;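 active = inhibition at 20 µM, scaled to each plate's controls, above about 33%, limit read from the data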
Target sequence (O00487 whole entry, looked up): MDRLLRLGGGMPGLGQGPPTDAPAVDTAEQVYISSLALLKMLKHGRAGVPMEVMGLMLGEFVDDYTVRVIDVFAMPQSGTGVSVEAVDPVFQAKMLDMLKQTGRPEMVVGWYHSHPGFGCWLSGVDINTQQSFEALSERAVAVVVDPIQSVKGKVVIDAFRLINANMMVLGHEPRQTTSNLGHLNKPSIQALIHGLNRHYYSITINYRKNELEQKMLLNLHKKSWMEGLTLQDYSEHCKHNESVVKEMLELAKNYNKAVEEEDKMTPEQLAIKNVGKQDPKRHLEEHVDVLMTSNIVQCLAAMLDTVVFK
MsrA inh: inhibits bovine methionine sulfoxide reductase A | purified bovine MsrA, absorbance read-out | inhibition, % at 15.5 µM | 0.75% of 360,000 active | AID 651718; in the data active = inhibition above about 4.5%;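 also: 0% = vehicle wells with enzyme and 100% = reference inhibitor wells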
DNMT1 block: DNMT1 (human) enzyme inhibition; P26358; inhibition (reported as % activation of signal), % at 10 µM; 0.83% of 360,000 active; AID 588458; DNMT1 molecular beacon, Hinp1I cleavage, fluorescence; in the data active = inhibition above about 50%
Active calls of the source: *; i = inactive; · = not tested or not shown.

SMILES	STEP block	Scp-1 inhibitor	CSN deneddyl inh	TbMetRS inhib	SUMO1 PPI mod	LMPTP block	NadD block	Rpn11 inh	MsrA inh	DNMT1 block
COCCC1CCCCN1C(=O)c1ccc2nc(Cc3ccccc3F)oc2c1 (centres undefined)	-2.9	-10.7	-4.1	-0.4	-1.3	0.1	-4.0	i	1.7	-1.1
COc1ccc(S(=O)(=O)N2CCN(Cc3ccccc3[N+](=O)[O-])CC2)cc1	1.1	-11.4	2.8	0.1	-4.8	0.7	-5.0	i	0.9	-0.5
CCCCC(=O)Nc1ccc(N2CCCC2)cc1	4.0	-3.6	-3.3	-0.8	-7.4	9.3	28.7	i	1.6	76.9*
CCCCC(=O)Nc1ccc(C(=O)NCCCn2ccnc2)cc1	-3.1	-5.3	-10.2	-0.3	2.0	0.3	-4.2	i	0.1	-0.1
COc1ccc(CNC(=O)COc2ccc(S(=O)(=O)NC(C)C)cc2)cc1	-1.5	5.8	0.2	-0.1	2.9	-0.4	0.8	i	0.4	0.4
Fc1ccc2nc(N3CCCCC3)sc2c1	1.0	0.5	-0.5	-1.5	-0.1	0.5	-2.6	i	0.8	-1.6
O=C(Cc1c(F)cccc1Cl)Nc1nc2ccccc2s1	0.0	-1.4	10.0	-0.6	0.3	1.0	-13.0	i	1.5	-4.7
CC(C)NC(=O)NC(=O)COc1ncnc2sccc12	-3.1	-3.4	6.5	-0.1	2.0	-1.5	3.5	i	0.1	-2.2
Cc1ccc(NC(=O)C2COc3ccccc3O2)nc1 (centres undefined)	0.3	1.7	5.8	-1.2	3.6	0.2	-3.6	i	0.7	4.6
O=C(Cc1ccc(Cl)cc1)Nc1ccc(S(=O)(=O)Nc2cnc3ccccc3n2)cc1	-1.1	-8.7	-6.2	0.6	5.4	1.8	2.8	i	3.0	-5.7
COC(=O)N/N=C/c1cn(CCOc2ccccc2OC)c2ccccc12	0.6	-6.8	-2.7	-0.7	-7.0	0.5	-5.9	i	2.0	2.7
COc1ccc(C(O)c2ncc(-c3ccccc3Cl)[nH]2)cc1F (centres undefined)	2.6	·	-3.6	-0.1	3.1	1.9	-4.4	i	-0.1	0.0
CC(OCc1ccccc1)C(NC(=O)OC(C)(C)C)C(=O)NCC1CCCO1 (centres undefined)	0.8	2.9	-2.6	-1.5	-3.5	-1.4	0.0	i	-0.9	4.3
CN(C)CCCNC(=O)C(=O)Nc1cc2c3c(c1)CC(=O)N3CCC2	2.8	-3.8	-2.8	0.2	-14.9	-4.2	-3.9	i	0.7	-1.2
COc1ccc(CC(=O)NNC(=S)Nc2ccc(Br)cc2)cc1	1.6	-10.4	0.8	0.8	-0.1	-0.3	2.5	i	-0.1	-4.8
Cc1ccc(S(=O)(=O)N(C)c2ccc(C(=O)N3CCOCC3)cc2)cc1	-1.7	-7.1	-1.4	0.1	-4.9	1.1	-2.0	i	0.9	3.0
COc1cc(C(=O)NCc2nnc(SCC(=O)NCc3ccccc3)o2)cc(OC)c1OC	-5.0	3.2	2.2	-1.4	1.5	-1.7	-1.0	i	-0.7	5.9
CSc1nnc(-c2ccc(NC(N)=S)cc2)o1	5.3	-18.7	-1.7	0.0	3.4	1.4	-1.6	i	1.2	1.0
Nc1ccc(N=Nc2ccccc2)cc1[N+](=O)[O-]	0.1	-12.4	3.7	-0.2	-30.2	2.1	-7.3	i	1.4	-4.4
CCOC(=O)c1cc([N+](=O)[O-])cc([N+](=O)[O-])c1Sc1ncnc2nc[nH]c12	2.0	2.2	-0.7	-0.4	-29.5	-1.8	1.9	i	1.8	-7.6
O=C(O)C1C2C=CC(C2)C1C(=O)NCc1ccc(Cl)cc1Cl (centres undefined)	0.6	8.0	4.3	0.4	13.7	0.2	3.7	i	-0.1	9.5
CCOc1ccccc1N(CC(=O)NCCc1ccc(OC)cc1)S(=O)(=O)c1ccc(C)cc1	2.4	·	4.8	-0.1	4.9	2.4	-5.6	i	1.9	-7.4
COc1ccc(C(=O)COC(=O)Cn2cnc3c2c(=O)n(C)c(=O)n3C)c(OC)c1	1.1	-1.8	0.2	-0.6	3.0	-2.1	-7.6	i	1.9	-1.1
CSc1cc(-c2ccccc2)n(C)c(=O)c1C#N	-1.1	-8.7	-2.5	-0.6	-2.1	1.7	1.4	i	0.6	2.3
COc1ccc(/C=N\N=C2/SC(CC(=O)O)C(=O)N2c2ccc(O)cc2)cc1 (centres undefined)	-2.3	-2.6	3.1	-0.5	-1.0	2.3	6.6	i	2.0	1.2

Compounds listed so far that have an NH in an aromatic ring:
SMILES	STEP block	Scp-1 inhibitor	CSN deneddyl inh	TbMetRS inhib	SUMO1 PPI mod	LMPTP block	NadD block	Rpn11 inh	MsrA inh	DNMT1 block
COc1ccc(C(O)c2ncc(-c3ccccc3Cl)[nH]2)cc1F (centres undefined)	2.6	·	-3.6	-0.1	3.1	1.9	-4.4	i	-0.1	0.0
CCOC(=O)c1cc([N+](=O)[O-])cc([N+](=O)[O-])c1Sc1ncnc2nc[nH]c12	2.0	2.2	-0.7	-0.4	-29.5	-1.8	1.9	i	1.8	-7.6

Copied from the list.
Reading for `COCCC1CCCCN1C(=O)c1ccc2nc(Cc3ccccc3F)oc2c1` (centres undefined) under STEP block: -2.9
Reading for `COc1ccc(S(=O)(=O)N2CCN(Cc3ccccc3[N+](=O)[O-])CC2)cc1` under SUMO1 PPI mod: -4.8
Reading for `Cc1ccc(NC(=O)C2COc3ccccc3O2)nc1` (centres undefined) under MsrA inh: 0.7
Reading for `O=C(Cc1ccc(Cl)cc1)Nc1ccc(S(=O)(=O)Nc2cnc3ccccc3n2)cc1` under Scp-1 inhibitor: -8.7
Reading for `CCOc1ccccc1N(CC(=O)NCCc1ccc(OC)cc1)S(=O)(=O)c1ccc(C)cc1` under TbMetRS inhib: -0.1

Additional compounds.
SMILES	STEP block	Scp-1 inhibitor	CSN deneddyl inh	TbMetRS inhib	SUMO1 PPI mod	LMPTP block	NadD block	Rpn11 inh	MsrA inh	DNMT1 block
Cc1ccc2c(CN3CCN(CCO)CC3)cc(=O)oc2c1C	1.3	-4.1	-3.6	-0.9	-1.7	-0.5	2.7	i	0.8	3.1
COc1ccc(C(=O)O)cc1NC(=S)NC(=O)Cc1ccc(Cl)cc1	-1.1	-13.2	-2.3	-0.6	4.1	0.5	-2.9	i	1.3	1.8
COc1cccc(CC2(CO)CCN(S(=O)(=O)c3ccc(OC)cc3OC)CC2)c1	-2.0	-2.4	5.2	1.3	2.1	0.0	-0.2	i	-0.3	-3.1
CCN(CC)CCCNC(=O)CSc1nc(-c2ccc(F)cc2)cc(C(F)(F)F)n1	2.9	-5.2	-3.5	0.5	1.2	-1.0	-13.6	i	-1.1	1.4
COCc1ccc(C(=O)Nc2ccccc2C(=O)NCc2cccnc2)cc1	-0.3	-10.3	6.3	-0.2	-5.8	-0.5	-4.6	i	0.2	-0.8
O=C(NCc1cnc2ccccn12)C1CCC(=O)N(Cc2cccc(F)c2)C1 (centres undefined)	0.8	-4.8	-6.4	0.2	-2.1	1.3	-8.2	i	-1.5	2.2
CCN(CC)CCn1c(NCc2cc(OC)ccc2OC)nc2ccccc21	-0.4	-8.7	2.1	1.7	0.2	2.9	-5.6	i	1.2	-2.1
Cc1onc(-c2ccccc2)c1-c1nc2ccccc2c(=O)o1	-0.8	-5.9	5.4	-0.2	1.8	0.4	-13.3	i	0.4	3.9
O=C(c1cccc(OC2CCN(Cc3ccc(F)cc3)CC2)c1)N1CCCC1	-1.5	-5.3	-3.9	-0.4	6.2	2.7	-3.7	i	1.1	3.2
CC(Nc1ccc(Cl)c(Cl)c1)C(=O)NN (centres undefined)	-0.5	-5.1	0.2	0.9	-2.7	-0.7	6.9	i	-0.5	-1.4
CCOC(=O)c1cc(-c2ccco2)nn1-c1ccc(C)cc1	-3.1	-6.9	1.4	0.3	-1.2	0.4	-0.2	i	0.2	-6.8
O=C(CNC(=O)OCc1ccccc1)NC1CCCCCCC1	0.5	-9.1	4.5	0.0	9.1	-1.5	-3.6	i	1.4	-3.3
Cc1ccc(NC(=O)CN(C)C(=O)CSc2ncc(C(F)(F)F)cc2Cl)cc1	0.5	-5.1	0.4	0.3	-2.6	-0.3	-0.9	i	-1.1	14.4
Cc1ccc(NC(=O)Cc2ncc(C(F)(F)F)cc2Cl)cc1Cl	5.9	-4.6	7.6	-1.2	1.0	1.6	-1.9	i	1.0	-1.6
CC(C)NC(=O)N(C)C[C@H]1OCc2cnnn2CCCC(=O)N([C@H](C)CO)C[C@H]1C	-1.6	·	-0.9	-2.4	2.9	-1.0	0.4	i	-0.2	-0.6
CCCOC(=O)CSc1nnc(-c2cc(OC)c(OC)c(OC)c2)o1	-1.1	-0.6	-2.2	-0.1	0.4	0.1	0.6	i	-0.6	1.1
O=C(NC1CCCCC1)C1Cc2ccccc2CN1S(=O)(=O)c1ccc(F)cc1 (centres undefined)	1.1	-10.5	13.8	-0.2	-4.1	0.2	5.6	i	0.5	0.3
O=C(O)c1cc(OCc2ccccc2)cc(OCc2ccccc2)c1	-1.3	-15.6	5.2	-0.7	4.3	0.6	3.4	i	-0.7	-1.7
CCOC(=O)/C=C1\SCC(=O)N1CC(=O)NC12CC3CC(CC(C3)C1)C2	0.2	-4.7	1.4	-0.3	-0.1	-0.9	-1.7	i	1.3	1.9
COC(=O)c1ccccc1NC(=O)c1cnn2cccnc12	1.1	-6.1	-5.2	-0.6	0.3	-0.4	-6.6	i	4.3	8.7
CC(Sc1nnc(Cc2ccccc2)o1)C(=O)Nc1ccccc1[N+](=O)[O-] (centres undefined)	-3.5	-8.6	-3.1	0.2	-29.5	-1.6	3.1	i	-1.0	0.4
COC(=O)c1ccc(OCC2c3cc(OC)c(OC)cc3CCN2C(=O)c2ccco2)cc1 (centres undefined)	-2.1	-6.2	4.5	-0.7	8.3	0.0	-7.8	i	-1.1	-5.3
CN1CCCN(C(=O)CC2(CC(=O)O)CCCC2)CC1	0.2	-2.5	-3.7	0.3	-1.8	-2.5	-7.0	i	-0.5	0.0
Cc1ccc(CNC(=O)COc2ccccc2-c2ccccc2)cc1	3.1	-14.6	-3.3	0.3	-3.0	3.7	-2.1	i	-0.8	-4.4
CN(C)c1ccc(C(=S)N2CCN(C(=S)Nc3cccc4ccccc34)CC2)cc1	4.4	-3.0	12.7	-0.5	21.1	3.2	9.6	i	0.2	36.7
Cc1ccc(C(=O)N2CCCC(CCC(=O)N3CCN(c4ccccn4)CC3)C2)s1 (centres undefined)	-1.6	17.1	-3.3	-0.3	-0.3	0.4	5.8	i	0.3	-1.4
